CSN inh – inhibitors of CSN-mediated cullin deneddylation, primary screen, biochemical, fluorescence polarization, uHTS; Purified CSN, SCF-Nedd8-OG deneddylation; inhibition, % at 12.5 µM; COP9 signalosome complex subunit 5 (Homo sapiens), Q92905; 360,000 tested, 0.38% active;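 active = pattern-corrected inhibition above about 35%, with an unprinted fluorescence ratio check between 0.5 and 1.5, limit read from the data, passing the limit was not always enough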;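 note: 0% = enzyme with substrate and 100% = substrate without enzyme; some results filed as inactive read as strong as hits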
Target sequence (Q92905 whole entry, looked up, one chain of several): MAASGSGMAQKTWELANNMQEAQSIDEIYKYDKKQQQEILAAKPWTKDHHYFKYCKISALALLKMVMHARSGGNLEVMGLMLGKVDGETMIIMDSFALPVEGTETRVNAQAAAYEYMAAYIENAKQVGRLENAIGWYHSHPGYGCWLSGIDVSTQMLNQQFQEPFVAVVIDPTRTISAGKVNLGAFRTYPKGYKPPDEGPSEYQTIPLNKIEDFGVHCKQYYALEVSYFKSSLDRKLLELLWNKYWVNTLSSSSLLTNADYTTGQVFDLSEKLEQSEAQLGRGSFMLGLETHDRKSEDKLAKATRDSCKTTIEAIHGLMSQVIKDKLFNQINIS
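Test system: purified human Csn5 enzyme expressed in HEK293T cells. Amount: 0.24 nM enzyme. Reagent: SCFSkp2-Nedd8OG substrate at 10 nM final. Schedule: 90 min incubation of compound, enzyme and substrate at room temperature. Detection: fluorescence polarization. Read-out: % inhibition of substrate cleavage by Csn5.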
bovine MsrA act – bovine MsrA enzyme activators, primary screen, biochemical, absorbance, HTS; activation, % at 10.6 µM; AID 602163, 2012; 360,000 tested, 0.3% active; purified bovine MsrA, absorbance read-out; in the data active = activation above about 7.5%;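 note: 0% = vehicle and 100% = reference activator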
MLLE-PAM2 inh – inhibitors of PABP1 MLLE–PAM2 peptide binding, primary screen, biochemical, fluorescence polarization, FITC-PAM2, GST-MLLE; 360,000 tested, 0.36% active; inhibition, % at 20 µM; in the data active = inhibition above about 35%, passing the limit was not always enough;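 note: plate controls were DMSO wells with GST-MLLE for no effect and wells lacking GST-MLLE protein for full effect; some results filed as inactive read as strong as hits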
FAS TE block – FAS thioesterase domain inhibitors, primary screen, biochemical, fluorescence intensity, uHTS | Fatty acid synthase (Homo sapiens), P49327 | recombinant FAS-TE, OMFH fluorogenic substrate, fluorescence endpoint | AID 602261, 2012 | inhibition, % at 15 µM | 360,000 tested, 0.67% active;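 active = compounds whose normalised, plate-corrected inhibition of enzyme fluorescence in the single-dose primary screen is 50% or more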;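 note: 0% = DMSO with enzyme and 100% = substrate without enzyme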
MsrA inhibitor – bovine MsrA enzyme inhibitors, primary screen, biochemical, absorbance, HTS. Methionine sulfoxide reductase A (Bos taurus). purified bovine MsrA, absorbance read-out. inhibition, % at 15.5 µM. 360,000 tested, 0.75% active. AID 651718, 2012; in the data active = inhibition above about 4.5%;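 note: 0% = vehicle wells with enzyme and 100% = reference inhibitor wells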
Tb MetRS inh – T. brucei MetRS inhibitors, primary screen, biochemical, luminescence; 360,000 tested, 0.4% active; purified T. brucei MetRS, ATP depletion, Kinase-Glo luminescence; inhibition, % at 11.9 µM; AID 624268, 2012;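 active = inhibition above a per-plate cutoff of the control wells' mean inhibition plus 3 SD, cut at about 5.5% in these data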;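 note: 0% = DMSO wells median and 100% = median of wells with control inhibitor compound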
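System: purified T. brucei MetRS enzyme / Detection: Kinase-Glo luciferase luminescence reporting remaining unconsumed ATP / Medium: HEPES buffer with MgCl2, KCl, DTT, spermine, BSA, pyrophosphatase / Replication: singlicate, one well per compound / Evaluation: percent inhibition relative to median high and low control wells / Schedule: 2 h aminoacylation at 25 °C after 15 min preincubation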
Rin1-Abl PPI inh – inhibitors of Rin1-Abl protein binding, primary screen, biochemical, TR-FRET. AID 588664, 2011. inhibition, % at 7.35 µM. 360,000 tested, 0.4% active. Tyrosine-protein kinase ABL1 (Homo sapiens) + Ras and Rab interactor 1 (Homo sapiens), …; in the data active = inhibition above about 5%, passing the limit was not always enough
Neddylation inh – inhibitors of cullin neddylation, primary screen, biochemical, TR-FRET, uHTS, NAE and Ubc12. NEDD8-conjugating enzyme Ubc12 (Homo sapiens) + NEDD8-activating enzyme E1 regulatory …. calls only at 25 µM. 360,000 tested, 0.58% active; in the data active = inhibition above about 36%
Target sequence (P61081 whole entry, looked up): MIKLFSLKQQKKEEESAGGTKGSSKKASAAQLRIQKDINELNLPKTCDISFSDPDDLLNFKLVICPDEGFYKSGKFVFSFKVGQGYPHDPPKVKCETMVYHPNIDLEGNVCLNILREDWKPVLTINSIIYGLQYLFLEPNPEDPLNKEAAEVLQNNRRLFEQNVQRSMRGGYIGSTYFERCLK
Target sequence (Q13564 whole entry, looked up): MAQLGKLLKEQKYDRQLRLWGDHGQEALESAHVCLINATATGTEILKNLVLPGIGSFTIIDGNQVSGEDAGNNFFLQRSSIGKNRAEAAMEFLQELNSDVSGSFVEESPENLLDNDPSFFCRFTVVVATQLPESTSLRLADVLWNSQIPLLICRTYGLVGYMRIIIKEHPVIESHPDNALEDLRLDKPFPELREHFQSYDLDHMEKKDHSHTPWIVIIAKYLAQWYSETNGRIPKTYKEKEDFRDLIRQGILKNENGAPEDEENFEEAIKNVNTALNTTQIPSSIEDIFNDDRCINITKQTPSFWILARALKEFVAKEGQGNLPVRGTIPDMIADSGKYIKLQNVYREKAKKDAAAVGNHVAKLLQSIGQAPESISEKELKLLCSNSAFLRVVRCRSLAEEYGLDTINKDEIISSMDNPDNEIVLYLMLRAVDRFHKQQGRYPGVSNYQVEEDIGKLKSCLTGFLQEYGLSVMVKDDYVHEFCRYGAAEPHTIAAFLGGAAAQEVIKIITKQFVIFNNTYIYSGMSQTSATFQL
eLon inh – inhibitors of E. coli Lon protease, primary screen, biochemical, fluorescence polarization; AID 602123, 2011; inhibition, % at 7.94 µM; 360,000 tested, 0.42% active; purified E. coli Lon protease; in the data active = inhibition above about 13%, passing the limit was not always enough;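 note: 0% = enzyme with probe and DMSO and 100% = no enzyme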
Active calls of the source: *; i = inactive; . = not tested or not shown. Outcome played no part in choosing rows; 4% or so of the library scored in one or more.

mol	CSN inh	bovine MsrA act	MLLE-PAM2 inh	FAS TE block	MsrA inhibitor	Tb MetRS inh	Rin1-Abl PPI inh	Neddylation inh	eLon inh
Cc1ccc(N(C(=O)c2ccco2)C2C=CS(=O)(=O)C2)cc1 (configuration not stated)	-2	-2	-19	0	-0.4	1.2	3	i	-3
COc1ccc(S(=O)(=O)N2CCOCC2)cc1C(=O)NCc1c(C)nn(Cc2ccccc2)c1C	-9	-2	-3	-9	-0.7	-0.2	4	i	1
COc1cccc(-c2cc3nc(NCCOc4ccccc4Cl)n(C)c(=O)c3s2)c1	-6	-2	-5	18	0.6	-0.2	-2	i	1
COCCCNC(=O)CSc1nc2cc(S(=O)(=O)N3CCCCC3)ccc2o1	-4	-7	-120	-10	0.2	-0.6	-2	i	-6
CC(=O)Nc1cccc(-c2ccnc3c2CC(C)(C(=O)Nc2cccc(Oc4ccccc4)c2)O3)c1 (configuration not stated)	-4	-4	-9	19	0.3	0.3	-2	i	-2
Cc1ccc(C23CC4CC(CC(C(=O)NC(C)C(=O)O)(C4)C2)C3)cc1 (configuration not stated)	-3	-7	-17	-7	-0.2	-0.8	2	i	-4
C=CCN(CC=C)S(=O)(=O)c1ccc(NC(=S)NC(=O)Cc2ccc(OC)cc2)cc1	4	-12	30	28	2.9	-1.6	-2	i	-1
CC(C)c1ccc(/C=C/C(=O)NNC(=O)c2cccnc2)cc1	2	1	3	2	1.2	-0.1	1	i	-12
O=C(NCc1ccncc1)/C(=C/c1cccc([N+](=O)[O-])c1)NC(=O)c1ccccc1	-1	-4	-9	41	0.3	1.5	-2	i	8
O=c1c2ccccc2nc(SCc2nnc(-c3ccccc3)o2)n1-c1ccccc1	3	-2	2	41	1.0	0.0	-1	i	1
COc1ccc2c(c1OC)C(=O)OC2Nc1nc(-c2cccc([N+](=O)[O-])c2)cs1 (configuration not stated)	108	0	24	7	0.2	-0.5	-4	i	6
COCCN1C(=O)CCC1(C)c1nnnn1-c1ccc2ccccc2c1 (configuration not stated)	0	.	.	.	-0.1	-0.4	.	i	.
CCCN(CCO)C1CCN(CCc2ccccc2)CC1	2	0	10	-4	-0.3	-0.2	-4	i	-3
COCCN1C(=O)N[C@@H](c2ccccc2)[C@@H](C(=O)OC)[C@H]1C	-5	-1	16	-7	-0.7	-0.1	4	i	-1
Cc1ccc2c(C)c(C(=O)N3CCCC(C(N)=O)C3)oc2c1C (configuration not stated)	1	0	1	-6	-1.0	-0.1	-2	i	11
CCCCn1nc(C(=O)O)ccc1=O	4	-1	-4	-8	0.6	0.1	3	i	3
COc1ccccc1-c1cc(C(=O)N/N=C\c2cn(C)nc2C)c2ccccc2n1	-1	-1	8	-7	3.4	-0.6	1	i	0
O=C(/C=C/c1ccc(-c2ccc(F)cc2)o1)N1CCCC1	0	-7	-1	11	2.1	-0.2	-3	i	-3
CC12CN3CC(C)(CN(C1)C3c1cc(Br)ccc1O)C2=O (configuration not stated)	3	0	-5	-3	-0.2	-0.1	-2	i	-4
CCN(Cc1cn2cccnc2n1)C1CCCCC1	8	-2	9	-10	0.1	-1.0	0	.	-5
CC1C(=O)N2CCCc3cc(S(=O)(=O)NCc4ccc(Cl)cc4)cc1c32 (configuration not stated)	0	-4	-3	-2	1.4	-0.1	2	i	7
COc1ccc(NC(=O)c2cccc(OC(F)F)c2)cc1Cl	-3	-1	1	18	-0.6	-0.1	5	i	-5
CC(=NNC(=S)N1CCCCCC1)c1ccccn1	-2	-12	0	3	0.6	-0.6	1	i	-20
C=C(C)CNC(=S)N=Nc1c(O)[nH]c2ccc([N+](=O)[O-])cc12	0	-4	32	28	0.8	-0.4	-9	i	2
Cc1ccccc1NC(=O)C1CCCN(C(=O)NCc2ccccc2)C1 (configuration not stated)	0	0	16	-2	-0.1	0.1	-1	i	1
COc1cc(C(=O)N(Cc2cccc(Cl)c2)C2CCS(=O)(=O)C2)cc(OC)c1OC (configuration not stated)	-5	-3	-9	-8	-0.2	-0.1	0	i	-7
COCCCN(C(=O)CCSc1ccc(F)cc1)c1c(N)n(Cc2ccccc2)c(=O)[nH]c1=O	-1	-10	15	-2	-0.1	-0.8	0	i	-2
O=C(NCc1ccco1)C1CC(=O)N(c2ccc(Cl)cc2)C1 (configuration not stated)	-3	-8	-2	-4	1.4	-1.1	4	i	3
Cc1ccc(OCC(=O)Nc2cc(NC(=O)COc3ccc(C)cc3)cc(C(=O)O)c2)cc1	0	-3	7	-2	0.1	0.8	-1	i	-5
CC(C)c1cc(O)c(-c2ccccc2)c(=O)n1-c1ccc(Cl)cc1	-5	-8	-5	-3	0.5	-0.8	-5	i	-4

Copied from the list:
Result for COCCCNC(=O)CSc1nc2cc(S(=O)(=O)N3CCCCC3)ccc2o1 under eLon inh: -6
Result for Cc1ccc(OCC(=O)Nc2cc(NC(=O)COc3ccc(C)cc3)cc(C(=O)O)c2)cc1 under Rin1-Abl PPI inh: -1

New compounds follow.
mol	CSN inh	bovine MsrA act	MLLE-PAM2 inh	FAS TE block	MsrA inhibitor	Tb MetRS inh	Rin1-Abl PPI inh	Neddylation inh	eLon inh
Cc1cccc2cc(CN(CC3CCCO3)C(=S)NCc3ccco3)c(=O)[nH]c12 (configuration not stated)	1	1	-95	5	1.4	0.7	1	i	-2
COc1ccc(C)cc1NC(=O)CN1C(=O)CSc2ccc(S(=O)(=O)N3CCCC3)cc21	-3	-2	0	10	-0.9	0.2	0	i	4
Nn1c(-c2ccco2)n[nH]c1=S	2	2	-1	-9	0.0	-0.6	4	i	6
Cc1cc(C)cc(NC(=S)NCc2ccc(S(N)(=O)=O)cc2)c1	3	0	7	-1	0.5	-0.5	-1	i	7
O=C(CCSC1=NCCCN1)c1ccc(F)cc1	-3	1	1	-6	0.3	-0.3	3	i	1
O=C1c2cccc3cccc(c23)C(=O)N1CCN1CCN(C(=S)Nc2ccc(Cl)cc2)CC1	-7	1	-95	-4	1.1	0.3	-1	i	-9
O=S(=O)(c1ccc(Cl)cc1)c1snnc1-c1ccccc1	-5	-4	-20	24	-0.2	-0.6	-2	i	-2
Cc1cc2cc(CNC(=O)c3cccc([N+](=O)[O-])c3)ccc2n1C	-5	-8	-14	31	0.9	-0.7	-4	i	8
O=C1CCCC2=C1C(c1cn(-c3ccccc3)nc1-c1cccs1)c1c([nH]c(=O)[nH]c1=O)N2 (configuration not stated)	5	-2	14	-2	-0.5	-0.7	-7	i	-10
O=C(CCSCc1ccccc1Cl)NC1CCCC1	-5	-10	2	-6	0.0	-1.4	1	i	-8
CCOc1ccc(C(=O)Nc2nnc(NC(=S)Nc3ccccc3)s2)cc1	-3	-3	32	3	1.7	0.1	5	i	-2
Cn1c(=O)c2cc(NC(=O)NCCc3ccccc3)ccc2n1Cc1ccccc1	-2	0	-32	-1	1.3	0.0	1	.	-3
Oc1cccc(/C=N/n2c(C3CCCCC3)n[nH]c2=S)c1	-1	1	-59	2	-1.3	-1.2	-1	i	-17
COc1ccc(Cc2noc(CN3CCC(c4ccncc4)CC3)n2)cc1OC	0	-4	-2	-6	1.5	-1.3	0	i	2
O=C(NC(=S)N(CCO)Cc1ccccc1)c1cc(Br)ccc1Cl	-2	-6	29	7	0.8	-0.3	3	i	-1
CCN(CC)C(=O)Oc1ccc(OC(=O)N(CC)CC)cc1	-7	-13	2	-6	0.1	-1.4	1	i	3
CCCc1nc(-c2cc3ccc(C)cc3[nH]c2=O)no1	-2	2	3	-8	1.6	-0.2	-1	i	3
COc1ccc(/C=C(/NC(=O)c2ccccc2)C(=O)NCc2ccco2)cc1	-2	-2	3	-5	0.4	-0.1	2	i	-5
Cc1nn(C)c(C)c1C1C(C#N)=C(N)OC2=C1C(=O)CCC2 (configuration not stated)	-4	-1	4	-14	-0.2	-0.6	-3	i	8
COc1ccc(/C=C2\CCn3c2nc2cc(C(=O)O)ccc2c3=O)cc1OC	2	-5	-9	-8	0.2	-0.4	-3	i	-4
CSc1ccc(C#N)cc1NC(=O)c1ccc(Cl)nc1	-1	-3	1	0	0.4	-0.3	3	i	-1
CC(C)OC(=O)Cn1c(-c2ccccc2)c(-c2ccccc2)nnc1=O	0	1	-8	2	0.2	-0.5	-3	i	4
COC1=CCC2([N+](=O)[O-])CN(CCO)CC1([N+](=O)[O-])C2 (configuration not stated)	-4	-15	0	-13	0.0	-1.3	1	i	-2
Cc1cccc(NC(=O)c2cccc3c2-c2ccccc2C3=O)n1	-4	-3	3	3	-0.2	0.4	0	i	-9
COC(=O)[C@@H]1C[C@@H]2CC[C@@H](O)C[C@@H]2N1Cc1ccccc1OS(=O)(=O)c1ccc(C)cc1	9	3	-45	4	0.4	-0.1	-2	i	-40
O=C(O)C1CCCN1S(=O)(=O)c1ccc(Br)cc1 (configuration not stated)	-2	-15	11	-4	0.6	-1.7	6	i	4
Cn1c(CN2CCCCC2)nc2cc(NC(=O)c3ccccc3Cl)ccc21	0	-1	5	-4	0.8	-0.8	1	i	9
COc1ccc(CN=C(Nc2ccccc2)SC2CC(=O)N(C)C2=O)cc1 (configuration not stated)	4	-1	-16	2	-0.4	-0.6	-1	i	-10
Brc1ccccc1OCCCCN1CCCCC1	-5	-1	-2	-5	-1.2	-0.1	1	i	-1
CCC/C=N/NC(=O)c1[nH]c2c([N+](=O)[O-])cccc2c1C	2	-3	1	-6	0.2	-0.5	4	i	-7

More structures follow:
mol	CSN inh	bovine MsrA act	MLLE-PAM2 inh	FAS TE block	MsrA inhibitor	Tb MetRS inh	Rin1-Abl PPI inh	Neddylation inh	eLon inh
COc1ccc(S(=O)(=O)NCCOc2ccccc2)cc1OC	0	-3	12	-6	-1.3	-0.4	-2	i	3
Nc1cc(=O)[nH]c(SCC(=O)Nc2cc(Cl)cc(Cl)c2)n1	-4	-8	28	-10	-0.7	29*	-2	i	2
Cc1ccccc1N1CC(C(=O)N2CCCCCC2)CC1=O (configuration not stated)	-3	-1	15	-7	-0.9	0.6	-4	i	-12
CCOC(=O)C1CCCN(S(=O)(=O)c2ccc(Br)s2)C1 (configuration not stated)	2	0	-12	8	-0.1	-0.2	0	i	4
CC(C)C(=O)NCC(c1ccc2c(c1)OCO2)N1CCOCC1 (configuration not stated)	1	2	-15	-5	-0.2	0.9	3	i	1
COc1cc(NC(=O)C2CCC(CNc3c(N4CCCCC4)c(=O)c3=O)CC2)cc(OC)c1 (configuration not stated)	0	-1	-3	-2	-0.1	-0.1	1	i	-3
Cc1onc(-c2c(Cl)cccc2Cl)c1NC(=O)NC1CCSC1 (configuration not stated)	0	-2	-1	-9	0.4	-0.3	-4	i	2
Cc1cc(C(=O)COC(=O)c2ccc(O)cc2O)c(C)n1-c1ccc(OC(F)F)cc1	5	-4	-3	-1	0.3	-0.3	2	i	-7

Screens (PubChem BioAssay)
